Compound activity: PubChem, National Center for Advancing Translational Sciences (NCATS)
TRb SRC2 PPI – inhibitors of human thyroid hormone receptor beta-SRC2 interaction; 280,000 tested, 0.065% active; Potency, µM (titrated, usually from 106 µM), without a hit: at the highest dose activity change, negative = inhibition, most hits filed as inhibitors; P10828; TRbeta-SRC2 peptide binding, fluorescence polarization; receptor liganded with 1 µM T3;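 further: plate controls were bound peptide for no effect and peptide without receptor for full effect; nearly all actives have a fitted effect of over 50% in size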
Target sequence (P10828 whole entry, looked up): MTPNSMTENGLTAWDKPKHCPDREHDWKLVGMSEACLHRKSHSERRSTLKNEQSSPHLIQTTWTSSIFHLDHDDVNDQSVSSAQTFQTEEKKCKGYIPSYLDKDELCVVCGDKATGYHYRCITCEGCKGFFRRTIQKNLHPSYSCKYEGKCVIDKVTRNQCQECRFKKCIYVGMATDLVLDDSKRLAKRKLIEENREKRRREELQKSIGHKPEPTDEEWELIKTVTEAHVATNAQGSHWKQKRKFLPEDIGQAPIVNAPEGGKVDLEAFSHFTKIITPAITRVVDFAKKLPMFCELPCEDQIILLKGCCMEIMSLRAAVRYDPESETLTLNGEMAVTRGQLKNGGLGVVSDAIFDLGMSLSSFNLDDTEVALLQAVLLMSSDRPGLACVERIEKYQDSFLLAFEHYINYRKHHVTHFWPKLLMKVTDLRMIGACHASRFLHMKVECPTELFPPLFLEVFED
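Read-out is fluorescence polarization (555 nm excitation, 632 nm emission) of a Texas Red SRC2 coactivator peptide; loss of signal reflects blocked binding to human TRb ligand-binding domain in the presence of 1 uM T3.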
KDM4E inh – inhibitors of human JMJD2E histone demethylase. AID 2147. Potency, µM (doses to about 57.1 µM), for inactives: top-dose activity change, negative = inhibition, most hits filed as inhibitors. 230,000 tested, 1.6% active. JMJD2E catalytic domain, FDH-coupled NADH fluorescence (FDH is formaldehyde dehydrogenase); active means well fitted inhibition curve with a large enough effect, not every such curve was filed as active; inconclusive means small, poorly fitted or top-dose-only effect, or another doubt; inactive means no such curve, though single readings can be large or run the other way;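 further: 0% = wells with enzyme and -100% = buffer wells without enzyme; nearly all actives have a fitted effect of over 50% in size; many of its hits are not listed in these tables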
RECQ1 helicase – RECQ1 (human) helicase inhibition; P46063; 240,000 tested, 0.54% active; Potency, µM (doses to about 57.3 µM), for the others: top-dose activity, negative = inhibition, usual class: inhibitors; AID 2549; RECQ1 DNA unwinding, red fluorescence kinetic read;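 further: plate controls were vehicle for no effect and no enzyme for full effect; nearly all actives have a fitted effect of over 30% in size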
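50 nM RECQ1T1 preincubated 15 min with compound in Tris pH 8.0 buffer with MgCl2, DTT, Tween-20 and 2.5 ug/ml poly(dI-dC); started with 200 nM TAMRA/BHQ-2 forked duplex and 2 mM ATP. Unwinding read as fluorescence (525/598 nm), two reads 2 h apart.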
SMN2 splice up – SMN2 splice variant enhancement | Potency, µM (top dose mostly 46.1 µM), for the others: top-dose activity change, positive = activation, hits mostly activators | AID 1458 | HEK293 SMN2-luciferase splicing reporter, luminescence, 30-36 h | 210,000 tested, 2.8% active; further: % of control where 0% means no effect; nearly all actives have a fitted effect of over 55% in size
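HEK293 cells carry an SMN2 minigene-luciferase reporter in which exon 7 inclusion puts luciferase in frame. Cells were seeded at 2000 cells/well, attached for 10-12 hours, then exposed to compounds for 30-36 hours at 37C before ONE-Glo luminescence.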
ALDH1A1 block – inhibitors of human aldehyde dehydrogenase 1A1; Purified ALDH1A1, NADH fluorescence, propionaldehyde substrate; P00352; Potency, µM (series often up to 75.3 µM), inactives show at the highest dose activity, negative = inhibition, hits mostly inhibitors; 220,000 tested, 7.3% active; AID 1030; active means well fitted inhibition curve with a large enough effect, not every such curve was filed as active; inconclusive means small, poorly fitted or top-dose-only effect, or another doubt; inactive means no such curve, though single readings can be large or run the other way;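 further: plate controls were no enzyme wells and a reference inhibitor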
Target sequence (P00352 whole entry, looked up): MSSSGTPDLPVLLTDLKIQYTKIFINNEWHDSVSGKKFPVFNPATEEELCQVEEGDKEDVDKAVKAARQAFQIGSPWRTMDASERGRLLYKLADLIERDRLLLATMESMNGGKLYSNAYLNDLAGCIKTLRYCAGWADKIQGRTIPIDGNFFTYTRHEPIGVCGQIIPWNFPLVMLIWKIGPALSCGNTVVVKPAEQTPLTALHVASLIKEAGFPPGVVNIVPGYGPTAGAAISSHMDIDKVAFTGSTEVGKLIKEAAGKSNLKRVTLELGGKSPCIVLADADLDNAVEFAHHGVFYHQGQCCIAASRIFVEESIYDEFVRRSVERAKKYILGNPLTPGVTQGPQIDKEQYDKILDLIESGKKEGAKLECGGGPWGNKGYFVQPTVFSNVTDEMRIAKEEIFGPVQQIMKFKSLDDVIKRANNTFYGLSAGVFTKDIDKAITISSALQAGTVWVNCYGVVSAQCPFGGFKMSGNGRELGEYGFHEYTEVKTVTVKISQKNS
TexasRed fluor – Texas Red fluorescence interference in TRb-SRC2 counter-screen; TRb/SRC2 Texas Red total fluorescence interference; Potency, µM (titrated, usually from 106 µM), for the others: at the highest dose fluorescence change, negative = quenching; 280,000 tested, 0.29% active; active means well fitted curve in either direction with a large enough effect; inconclusive means small, poorly fitted or top-dose-only effect; further: on the % scale 0 is the no-effect control and ±100 the full control effect
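Human TRb ligand-binding domain at 0.6 uM with 20 nM Texas Red SRC2 peptide in Tris buffer containing 1 uM T3 and 5% DMSO, incubated with compound 5 h at ambient temperature. Total fluorescence (555/632 nm) calculated as parallel + 2 × perpendicular.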
GoLoco inh red – inhibitors of human Gai1-RGS12 GoLoco interaction (red fluorophore) | 230,000 tested, 0.44% active | P63096 | Gai1:RGS12 GoLoco peptide FP, rhodamine, 10 min | Potency, µM (highest dose often 61.6 µM), without a hit: top-dose activity, negative = inhibition, most hits filed as inhibitors | AID 880; active means well fitted inhibition curve with a large enough effect, not every such curve was filed as active; inactive means no such curve, though single readings can be large or run the other way; further: on the % scale 0 is the no-effect control and ±100 the full control effect; nearly all actives have a fitted effect of over 30% in size; many of its hits are not listed in these tables
Lamin A splicing – modulators of lamin A splicing | HeLa LMNA splicing GFP/RFP minigene ratio, 48 h | Potency, µM (series often up to 46.1 µM), without a hit: top-dose ratio change, negative = inhibition, most hits filed as inhibitors | 200,000 tested, 0.01% active | AID 1487; active means well fitted inhibition curve with a large enough effect in the signal ratio, with a control signal flat, not every such curve was filed as active; inconclusive means small, poorly fitted or top-dose-only effect, or effect the other way, or a change in a side signal; the % refers to the signal ratio; further: on the % scale 0 is the no-effect control and ±100 the full control effect
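S3 HeLa stable clones carrying a lamin A-EGFP splicing minigene plus DsRed2 were seeded at 600 cells/well in Opti-MEM with 2% FBS, pin-dosed and incubated 48 h at 37°C. Acumen cytometry (488 nm) gave the GFP/RFP total-intensity ratio.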
* = called active by the depositor; i = inactive; ? = inconclusive; . = not tested or not shown; [ ] = dose if it differs, or a comment. Unless noted, the call rests on the fitted dose curve; in most records, active means well fitted curve in the direction sought with a large enough effect; inconclusive means small, poorly fitted or top-dose-only effect, or another doubt; inactive means no such curve, though single readings can be large; an effect the other way counts as inactive or inconclusive. Potency means the concentration at half of the fitted maximal effect.

Results follow in this order: TRb SRC2 PPI, KDM4E inh, RECQ1 helicase, SMN2 splice up, ALDH1A1 block, TexasRed fluor, GoLoco inh red, Lamin A splicing
CC(=O)Nc1ccc(S(=O)(=O)N2CCN(c3cccc(C)c3C)CC2)cc1
    5%, 1%, -13%, -31%[inhibitor], 0%, -1%, 18%, -22%
CC(=O)Nc1ccc(C(=O)CSc2nccc(=O)[nH]2)cc1
    -5%, -2%, i, ., 8%, 1%, 0%, .
COc1ccccc1-c1nc2cc3ccccc3cc2nc1-c1ccccc1OC
    -22%, 6%, -5%, -34%[inhibitor], ?, 2%, 5%, -15%
CCC(=Nc1ccc(N)cc1)C1=C(O)C(C(=O)OC)C(C)(C)CC1=O (configuration not stated)
    28µM*, 8.9µM*, ?, ., -11%, 45µM*[fluorescent], ., 22%
Cc1cccc2sc(NC(=O)CNS(=O)(=O)c3ccc(Br)s3)nc12
    6%, 4%, -6%, -18%, -3%, -2%, 13%, 1%
COc1ccc(N(CCC#N)S(=O)(=O)c2cccc3nsnc23)cc1
    -5%, -4%, -5%, -12%, 8%, 1%, 3%, 7%
COC(=O)c1ccc(C(=O)OC)c(NC(=O)CN(C)Cc2ccccc2)c1
    -1%, -12%, -16%, -18%, 0%, -1%, 20%, ?
CCn1c(SCC(=O)Nc2nnc(C)s2)nc2c(c1=O)SC(C)C2 (configuration not stated)
    -8%, 1%, i, -7%, 4%, -2%, -1%, -5%
CCOc1ccc(S(=O)(=O)n2ccc(C)n2)c2ccccc12
    -9%, -20%, i, -18%, -5%, 1%, -4%, ?
N#C/C(=C\c1coc2ccccc2c1=O)C(N)=S
    7%, ?, -16%, 3%, 32µM*, -2%, -16%, ?
CCn1c(SCC(=O)N/N=C(\C)c2ccncc2)nnc1-c1ccccc1
    -2%[53 µM], ?, i, ., 1%, -2%[53 µM], 8%, .
CCCCn1nnc(NC(=O)COc2ccc(Cl)c(C)c2)n1
    -6%, 4%, -9%, 5%, ?, 1%, -15%, 5%
Cc1ccc(C(C)C)cc1OCCCCN1CCCC1
    -11%, 2%, 5%, 6%, ?, -2%, -6%, ?
C/C=C/c1ccc(OCC(=O)Nc2ccc(OC)c(OC)c2)c(OC)c1
    -1%, -7%, i, -16%, -8%, -3%, 0%, ?
CC1(C)CC(=O)C(C=NCc2ccc3c(c2)OCO3)=C(O)C1
    -2%, 13%, -9%, 1%, -7%, 1%, -15%, 3%
Nc1cc(=O)[nH]c(SCC(=O)N2CCCc3ccccc32)n1
    0%, -4%, 5%, 17%, ?, -10%, 11%, -3%
Cc1c(NC(=S)NC(=O)c2ccc(-c3ccc(Cl)cc3)o2)cccc1C(=O)O
    -1%, ?, -6%, -10%, ?, -4%, 12%, .
COCCCNC(=O)c1cn(Cc2c(F)cccc2Cl)nn1
    10%, 0%, -3%, ., ?, 1%, ., ?
O=C(NCCO)/C(=C\c1ccc2c(c1)OCO2)NC(=O)c1ccc(Br)cc1
    -1%, 5%, 1%, -2%, 4%, 0%, -1%, ?
Cc1cc(NC(=O)/C(C#N)=C/c2ccc(-c3ccc(SC(F)F)cc3)o2)n(-c2ccccc2)n1
    -5%, ?, -15%, 13%, -1%, 5%, 37%[activator], -15%
Cn1ccnc1C1CCCCN1Cc1nc(-c2ccc(Cl)cc2)no1 (configuration not stated)
    5%, -6%, -5%, -28%, ?, -1%, 19%, .
C/C(N)=C(/C#N)C(=O)COC(=O)C(NS(=O)(=O)c1ccc(Cl)cc1)C(C)O (configuration not stated)
    0%, -1%, -7%, -2%, 0%, -2%, -2%, 2%
Nc1ccc(-c2ccc(C(=O)O)s2)cn1
    2%, ?, -4%, 14%, ?, -2%, -1%, 14%[46 µM]
Cc1ccc(-n2[nH]c(C)c(C=Nc3ccc(S(=O)(=O)Nc4nccs4)cc3)c2=O)c(C)c1
    -6%, -2%, i, 2%, -3%, -8%, 0%, .
CCOC(=O)NC(=O)CSc1nc(C)cc(C(F)(F)F)c1C#N
    3%, -21%, -1%, 3%, -8%, -5%, 18%, -2%
Cc1cc(C)c(S(=O)(=O)Nc2ccc(O)c(Sc3ncn[nH]3)c2)c(C)c1
    3%, -19%, -12%, -1%, -2%, -7%, -6%, ?
CCn1c(SCC(=O)Nc2nc(C)cs2)nnc1C(C)NC(=O)c1ccccc1 (configuration not stated)
    4%, 0%, -2%, -15%, 2%, 1%, 7%, 6%
Cc1cc(N2C(=O)C(O)=C(C(=O)c3cccs3)C2c2cccc(O)c2)no1 (configuration not stated)
    -19%, 4%, -11%, -14%, 7%, 1%, 1%, 1%
CC(=O)CSc1nnc(NC(=O)CCc2ccccc2)s1
    -6%, -6%, i, -7%, ?, -5%, 0%, 5%
CCCC1=[N+](CC(=O)c2ccccc2)CCn2cccc21
    3%, ?, -4%, -22%, -15%, -9%, 20%, ?
O=C(Nc1ccc(S(=O)(=O)NC2=NCCCCC2)cc1)C1COc2ccccc2O1 (configuration not stated)
    3%, -16%, -4%, ., ., -3%, 4%, .
Cc1ccc(S(=O)(=O)NN2C(=O)c3ccccc3NC2(C)C)cc1
    4%, -8%, i, -1%, ?, -5%, -1%, -5%
COc1ccc(Cl)cc1S(=O)(=O)N1CCCC1
    -2%, ?, -2%, 0%, ?, -3%, 7%, 3%
O=C(c1ccccc1)c1c[nH]c(C(=O)C(Cl)(Cl)Cl)c1
    6%, -24%, i, -14%, 3.5µM*, -2%, 3%, 6%[46 µM]
CC(=O)c1c(C)[nH]c(C(=O)OCC(=O)NCCC(C)C)c1C
    -3%, 0%, i, -36%[inhibitor], -2%, -1%, -4%, .
Cc1ccc(N2CC(C(=O)N3CCCc4ccccc43)CC2=O)cc1 (configuration not stated)
    1%, 12%, 2%, ?, ?, -7%, 7%, -4%
N#CC(/C(=N/S(=O)(=O)c1cccs1)c1ccccc1)c1nc2ccccc2[nH]1 (configuration not stated)
    -3%, ?, -5%, 21%, -11%, -3%, 6%, -17%
O=C(c1cccs1)N1C(=O)c2cccc3cccc1c23
    4%, ?, -9%, 18%, ?, -1%, 11%, -6%[46 µM]
CC(=O)NCCc1nc2ccccc2n1Cc1cccc(C)c1
    2%, 2%, -7%, ., ., 0%, 0%, .
CCOc1ccc(C(Nc2ccc(C)cc2)P2(=O)OCC(C)(C)CO2)cc1 (configuration not stated)
    1%, 5%, -9%, -4%, 8%, -4%, 4%, -3%

Limited to ALDH1A1 block and TRb SRC2 PPI, for some of the entries so far:
canonical_smiles	ALDH1A1 block	TRb SRC2 PPI
CC(=O)Nc1ccc(S(=O)(=O)N2CCN(c3cccc(C)c3C)CC2)cc1	0%	5%
COc1ccccc1-c1nc2cc3ccccc3cc2nc1-c1ccccc1OC	?	-22%

(more compounds)
Results follow in this order: TRb SRC2 PPI, KDM4E inh, RECQ1 helicase, SMN2 splice up, ALDH1A1 block, TexasRed fluor, GoLoco inh red, Lamin A splicing
Cc1ccc(NC(=S)NC(CO)C(O)c2ccc([N+](=O)[O-])cc2)cc1 (configuration not stated)
    1%, 6%, i, ., 0%, -3%, -1%, .
COc1cccc(-c2csc3nnc(SCC(=O)NCc4cccs4)n23)c1
    8%, -1%, -6%, ., -6%, 0%, ., 3%
O=C(NCCCCCCNC(=O)OC1CCS(=O)(=O)C1)OC1CCS(=O)(=O)C1 (configuration not stated)
    -4%, -5%, -5%, 1%, 2%, 1%, -5%, 13%
O=C(CCSc1nnc(-c2ccncc2)o1)Nc1ccc(F)cc1
    3%, -4%, -9%, 1%, -4%, -5%, 1%, -5%
Cc1cccc(C)c1NC(=O)CSc1nc(C)c(CC(=O)c2ccc(Br)cc2)c(C)c1C#N
    -8%, 6%, i, -33%[inhibitor], 14%, -2%, 9%, ?
CCCCOc1ccc(C2OC34CCCCC3C(C#N)(C#N)C2(C#N)C(=N)O4)cc1 (configuration not stated)
    -13%, ?, i, -3%, ?, 3%, 25µM*, 7%
Cc1onc(-c2ccccc2)c1-c1n[nH]c(=S)n1-c1ccccc1Cl
    4%, 9%, -1%, -6%, -4%, 2%, -10%, 3%[0.0737 µM]
CCn1c(SCC(=O)Nc2ccc(Cl)cc2)nc2nc3c(cc2c1=O)CCCC3
    -18%, 3%, 0%, -22%, ?, 0%, 7%, 2%
COc1ccc(C2CC(C)=NN2C=O)cc1OC (configuration not stated)
    0%, -2%, -2%, -10%, 5%, -2%, 9%, 7%
O=C(COc1ccc(Br)cc1Br)NC(=S)Nc1cccc(CO)c1
    -5%, -1%, 2%, 18µM*, ?, 0%, -2%, ?
CC(=O)NC(N1CCCCC1)C(F)(F)C(F)(F)C(F)(F)C(F)F (configuration not stated)
    1%, 3%, -3%, 17%, 4%, 0%, -1%, 4%
Nc1ccc(C2=Nc3cccc4cccc(c34)N2)cc1
    17%, -5%, -3%, ., -6%, 0%, -5%, ?
Cc1cc(/C=C2\SC(=Nc3ccc(F)cc3)NC2=O)c(C)n1-c1ccc(S(N)(=O)=O)cc1
    4%, -8%, ?, ., ?, -1%, 25%, ?
COc1ccc(C2C(C(C)=O)=C(O)C(=O)N2CCc2c[nH]c3ccccc23)cc1OC (configuration not stated)
    0%, -2%, i, -14%, ?, -2%, 2%, -8%
COC(=O)c1cc(OC)c(OC)cc1N
    -16%, ?, -3%, 6%, 1%, -5%, 8%, -11%
COc1ccc(CNC(=O)c2cccc(-c3ccc(C)c4ccccc34)n2)cc1
    6%, 5%, -2%, -51%[inhibitor], ?, 0%, -6%, ?
CCOC(=O)CSc1n[nH]c(=S)s1
    -6%, 10µM*, -3%, ., ., -7%, -10%, .
CC1(C)Cc2cccc(OCC(=O)O)c2O1
    -2%, -2%, -5%, -1%, -8%, -5%, 5%, -5%
Cc1[nH]n(-c2ccccc2)c(=O)c1C(C[N+](=O)[O-])c1ccc(F)cc1 (configuration not stated)
    -16%, ?, 0%, -10%, -6%, 0%, -2%, ?
CCCCCCCC(=O)NC(Nc1ccc(S(N)(=O)=O)cc1)C(Cl)(Cl)Cl (configuration not stated)
    4%, -13%, -12%, -5%, -3%, -7%, 2%, 9%

Only part of the results is shown (hit frequency here may not be typical).
